UBC9 SUMO inh: inhibitors of human SUMOylation (UBC9). HTRF SUMOylation assay, SAE1/SAE2 + UBC9, in vitro. inhibition, % at 35 µM. P63279. 290,000 compounds, 0.36% hits; in the data active means inhibition above about 50%, passing the limit was not always enough; further: strong numbers were not always called active
Target sequence (P63279 whole entry, looked up): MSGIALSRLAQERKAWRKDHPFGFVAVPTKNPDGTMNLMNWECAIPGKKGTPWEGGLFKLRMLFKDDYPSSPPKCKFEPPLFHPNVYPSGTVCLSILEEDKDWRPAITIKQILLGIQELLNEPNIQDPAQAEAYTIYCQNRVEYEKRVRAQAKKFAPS
PfM18AAP inh: blocks P. falciparum M18 aspartyl aminopeptidase; 290,000 compounds, 1.2% hits; AID 1822; recombinant PfM18AAP, H-Glu-NHMec fluorogenic cleavage; inhibition, % at 7.35 µM;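 active means inhibition above the campaign mean inhibition over all tested compounds plus 3 SD, cut at about 28% in these data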;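 further: 0% = plate median of test compound wells and 100% = 2 mM ZnCl2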
FID counter: displaces DNA intercalator in HCV helicase counter-screen; DNA fluorescent intercalator displacement, fluorescence; 290,000 compounds, 0.17% hits; inhibition, % at 7.9 µM; in the data active means inhibition above about 37%;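 further: 0% = vehicle and 100% = reference compound; higher means more ethidium bromide displaced from hairpin DNA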
VIM-2 inh: blocks Pseudomonas aeruginosa VIM-2 metallo-beta-lactamase | purified VIM-2, nitrocefin hydrolysis, epi-absorbance fluorescence | inhibition, % at 5.6 µM | 290,000 compounds, 0.89% hits;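 active means inhibition above the mean of all tested compounds plus 3 SD, cutoff set per screening run, cut at about 7.5% in these data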;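 further: red hydrolysis product quenches plate fluorescence so inhibitors raise well fluorescence; 0% = enzyme with DMSO and 100% = DMSO without enzyme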
IMP-1 inh: inhibitors of Pseudomonas aeruginosa IMP-1 metallo-beta-lactamase; purified IMP-1, nitrocefin hydrolysis, epi-absorbance fluorescence; inhibition, % at 5.6 µM; 290,000 compounds, 0.45% hits; AID 1556;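 active means inhibition above the mean plus 3 SD of all compounds in the same screening run, cut at about 4.5% in these data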;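 further: 0% = IMP-1 with DMSO and 100% = DMSO wells lacking enzyme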
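assay system = purified recombinant IMP-1 metallo-beta-lactamase enzyme | schedule = 15 min preincubation plus 25 min reaction at 25 °C | signal = Epi-absorbance fluorescence, 480 nm excitation, 530 nm emission | read-out basis = percent inhibition from optical density relative to buffer-blank wells | controls = IMP-1 with DMSO as 0%, enzyme-free DMSO as 100%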
NS3 helicase inh: HCV NS3 helicase inhibition; NS3 helicase DNA unwinding, Cy5 molecular beacon fluorescence; 290,000 compounds, 0.56% hits; inhibition, % at 10.9 µM;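 active means inhibition above the mean of all tested compounds plus 3 SD, set per campaign, cut at about 35% in these data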;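 further: 0% = DMSO wells and 100% = thioflavine S control wells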
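System: HCV NS3 helicase fragment; control set: DMSO and thioflavine S; technique: Cy5 fluorescence at 0 and 60 min, beacon hairpin quenching; reagent: beacon DNA duplex substrate plus ATP; replicates: singlicate; schedule: 1 h reaction at 25 °C, ATP-initiated; medium: MOPS buffer pH 6.5 with MgCl2, DTT, Tween20, BSA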
NALP1 inh: inhibitors of NALP1 inflammasome in yeast; S. cerevisiae NALP1/ASC/caspase-1 growth, X-gal OD620, 72 h; inhibition, % at 10 µM; 280,000 compounds, 0.61% hits; in the data active means inhibition mostly above about 24%, no sharp cut-off; inactive means mostly below about 32%; further: some compounds called inactive have numbers as strong as hits
MEKK2 mut-MEK5: signal of MEK5 binding to mutant human MEKK2 PB1 domain; bead flow cytometry, Alexa488-MEK5 binding to MEKK2 mutant; percent response, % at 10 µM; 290,000 compounds, 0.35% hits; in the data active means percent response above about 24%, passing the limit was not always enough; further: inactives centre near 1; some results filed as inactive read as strong as hits
MEKK2wt PB1 HTS: raises or lowers MEK5 binding to wildtype human MEKK2 PB1 domain; Q9Y2U5; bead flow cytometry, Alexa488-MEK5 binding to MEKK2 WT; actives lie on both sides; binding response (% of control), % at 10 µM; 290,000 compounds, 1.1% hits; AID 1531; in the data active means binding response below about 67% or above about 130%
* marks the source's active call; other numbers are inactive results; nt = no result given.

SMILES | UBC9 SUMO inh | PfM18AAP inh | FID counter | VIM-2 inh | IMP-1 inh | NS3 helicase inh | NALP1 inh | MEKK2 mut-MEK5 | MEKK2wt PB1 HTS
COc1ccc(C2NC(=S)NC(C)=C2C(=O)c2ccccc2)cc1OC (centres undefined) | 2.5 | 8.8 | 2.0 | -1.3 | -0.2 | -5.3 | 18.1 | 5.0 | 106.0
COCCn1nc2cc(C(=O)NCC34CC5CC(CC(C5)C3)C4)ccc2c1OC | 14.5 | -0.1 | -26.6 | -2.0 | -1.6 | 0.4 | 16.3 | -2.0 | 97.0
Cc1cc(C)c(OCC(=O)OCCNC(=O)c2cccnc2)c(C)c1 | 8.1 | 1.5 | -8.7 | -2.2 | -2.7 | 1.3 | 26.4 | 1.0 | 99.0
Cc1ccc(S(=O)(=O)NC(=O)CSc2nc3ccccc3s2)cc1 | 11.0 | 3.2 | -27.2 | -3.4 | -2.5 | 12.6 | 15.7 | 4.0 | 108.0
CC(=O)c1cnc2c(-c3ccccc3)c(C)nn2c1C | 10.0 | -5.3 | -9.2 | 5.0 | -3.2 | 4.5 | -73.2 | 4.0 | 102.0
O=C(c1cccc(S(=O)(=O)N2CCc3ccccc3C2)c1)N1CCN(c2ccccc2)CC1 | 10.7 | 0.3 | -32.9 | 0.6 | -2.7 | -12.0 | 8.6 | 0.0 | 96.0
COc1ccc(C2=CSC3=NCCN23)cc1[N+](=O)[O-] | -10.6 | -0.8 | -1.2 | 3.8 | -0.5 | 0.2 | 4.7 | 2.0 | 102.0
O=C(/C=C/c1ccc(Cl)cc1)N1CCN(c2ccccn2)CC1 | 1.8 | -2.5 | -8.1 | -3.4 | -3.1 | -10.4 | 21.6 | 12.0 | 113.0
CCOc1ccc(NC(=O)CSc2nc(-c3cccs3)cc(C(F)(F)F)n2)c([N+](=O)[O-])c1 | -2.1 | -1.9 | -0.3 | -5.8 | -2.8 | 2.4 | 13.7 | 0.0 | 99.0
CC(C)(C)NCC(O)COc1c(F)cc(Br)cc1F (centres undefined) | 14.7 | 0.0 | 3.0 | -1.8 | -3.8 | -0.6 | 6.2 | 7.0 | 102.0
Cn1cnnc1SCC(=O)c1cccc([N+](=O)[O-])c1 | 6.4 | 2.1 | -1.1 | -3.0 | -2.8 | -3.5 | 9.5 | -1.0 | 100.0
CN=c1scc(-c2ccc(F)cc2)n1/N=C/c1ccc(O)c(O)c1 | 3.8 | 54.0* | -22.3 | -2.8 | -0.1 | 45.2* | 9.6 | -5.0 | 90.0

Continued; it opens with the 4 that closed the last part.
SMILES | UBC9 SUMO inh | PfM18AAP inh | FID counter | VIM-2 inh | IMP-1 inh | NS3 helicase inh | NALP1 inh | MEKK2 mut-MEK5 | MEKK2wt PB1 HTS
CCOc1ccc(NC(=O)CSc2nc(-c3cccs3)cc(C(F)(F)F)n2)c([N+](=O)[O-])c1 | -2.1 | -1.9 | -0.3 | -5.8 | -2.8 | 2.4 | 13.7 | 0.0 | 99.0
CC(C)(C)NCC(O)COc1c(F)cc(Br)cc1F (centres undefined) | 14.7 | 0.0 | 3.0 | -1.8 | -3.8 | -0.6 | 6.2 | 7.0 | 102.0
Cn1cnnc1SCC(=O)c1cccc([N+](=O)[O-])c1 | 6.4 | 2.1 | -1.1 | -3.0 | -2.8 | -3.5 | 9.5 | -1.0 | 100.0
CN=c1scc(-c2ccc(F)cc2)n1/N=C/c1ccc(O)c(O)c1 | 3.8 | 54.0* | -22.3 | -2.8 | -0.1 | 45.2* | 9.6 | -5.0 | 90.0
CC(=C1C(=O)c2ccccc2C1=O)N1CCc2ccccc2C1 | 18.2 | 1.7 | -0.4 | -3.1 | -1.6 | 3.9 | 9.1 | nt | nt
O=C(CN1CCC(NC(=O)Nc2ccc(F)cc2)CC1)Nc1ccccc1[N+](=O)[O-] | 12.3 | -0.2 | -17.8 | -2.9 | -1.6 | -4.2 | 12.8 | 4.0 | 106.0
Cc1nc(SCc2ccc([N+](=O)[O-])cc2)n[nH]1 | 8.0 | 1.4 | -4.4 | -2.5 | -3.2 | 11.1 | -0.1 | 3.0 | 101.0
COC(=O)c1cc(OC)c(OC)cc1NC(=O)CSc1ccc(C)cc1 | 9.0 | -0.8 | -6.6 | -0.2 | -1.7 | -0.7 | 16.2 | -2.0 | 89.0
COc1ccc(S(=O)(=O)CC(=O)Nc2ccccc2Cl)cc1 | 23.0 | -7.5 | 1.0 | -1.4 | -3.0 | -4.1 | 7.4 | -1.0 | 100.0
CCN(CC)S(=O)(=O)c1ccc(N2CCOCC2)c(NC(=O)c2cc([N+](=O)[O-])ccc2Cl)c1 | 5.7 | -1.4 | 0.5 | -1.9 | -1.2 | 15.6 | 17.4 | -1.0 | 103.0
COc1ccc(C2CC(=O)N3C(=C2C#N)SCC3(O)c2ccccc2)cc1 (centres undefined) | -7.2 | 17.1 | -14.9 | -0.1 | -2.5 | -5.5 | -5.6 | 1.0 | 95.0
CS(=O)(=O)c1nc(-c2ccccc2)cc(C(F)(F)F)n1 | 2.9 | -2.0 | 0.9 | -1.1 | -0.2 | -1.6 | 2.1 | nt | nt
CC1=NN(C(=O)Cc2ccc([N+](=O)[O-])cc2)C(O)(c2cccnc2)C1 (centres undefined) | -6.4 | 9.9 | 0.2 | -4.5 | -3.3 | 0.8 | 18.9 | -7.0 | 91.0
Cc1nn(C(C)(C)C)c(OC(=O)c2cccs2)c1Sc1ccccc1 | -4.3 | 4.2 | -7.0 | -6.6 | -0.3 | -7.5 | 1.0 | 0.0 | 94.0
CC(C)C[C@H](NC(=O)Nc1cccc(Br)c1)C(=O)O | 0.2 | 3.2 | -5.4 | -4.0 | -3.8 | -17.4 | 23.8 | -1.0 | 104.0
CC(=O)c1ccc(N2CCN(C(=O)c3cccs3)CC2)c(F)c1 | 6.1 | 1.7 | -17.2 | -1.5 | -1.4 | 15.8 | 8.8 | 9.0 | 106.0
Cc1cccc(N2CCN(C(=O)CCCn3c(=S)[nH]c4cc5c(cc4c3=O)OCO5)CC2)c1C | -28.2 | 3.1 | 2.8 | -4.0 | -4.4 | 12.5 | 13.5 | nt | nt
O=C(O)C1CCN(C(=O)c2csc(-c3ccc4c(c3)CCO4)n2)CC1 | 20.7 | -7.2 | -12.8 | 0.2 | -2.3 | 1.5 | 48.1 | 2.0 | 101.0
CC(C)(C)Cc1nnc(NC(=O)Cc2ccc([N+](=O)[O-])cc2)s1 | -12.2 | 12.4 | -0.4 | 0.1 | -1.9 | -5.8 | 11.0 | -4.0 | 93.0
CCN(CC)c1ccc(NC(=O)Nc2ccc(C(C)=O)cc2)cc1 | -7.2 | -16.8 | 1.8 | -5.2 | -4.0 | 6.4 | 26.8 | 3.0 | 104.0
O=C(CN1C2=NCCN2c2ccccc21)c1ccco1 | 17.6 | 1.4 | 0.9 | 0.1 | 2.2 | -16.3 | 25.6 | -12.0 | 68.0
Cc1ccn(CCC(=O)O)n1 | 7.8 | 2.8 | -0.7 | -1.9 | -1.5 | 1.1 | 3.0 | 9.0 | 101.0
CCNC(=O)CSc1nnc(CN2CCCCCC2=O)n1-c1ccccn1 | 6.7 | 0.2 | -3.4 | -2.7 | -1.8 | -4.1 | 0.3 | -2.0 | 95.0
CCOC(=O)c1sc(NS(=O)(=O)c2ccccc2Cl)nc1C | 22.3 | -7.3 | -24.6 | -3.1 | -3.5 | 13.8 | 6.1 | -1.0 | 99.0
COCC(=O)Nc1nnc(COc2ccccc2)s1 | 19.0 | -6.8 | 2.9 | 0.2 | -1.3 | -1.8 | -18.8 | 4.0 | 102.0
CCOC(=O)c1ccc(CNC(=O)c2cc(C(C)(C)C)oc2C)o1 | 12.1 | 1.6 | -35.0 | 0.0 | -0.2 | 12.5 | -0.7 | -1.0 | 97.0
O=c1nc(SCc2c(F)cccc2Cl)nc(-c2ccccc2)[nH]1 | 11.8 | -3.0 | 0.7 | -1.3 | -3.6 | 1.8 | nt | -3.0 | 93.0
O=C(CSc1nnc(-c2ccncc2)s1)Nc1ccc(Cl)c(C(=O)O)c1 | -8.1 | 2.5 | -5.2 | -3.3 | -1.6 | -0.5 | 5.8 | -3.0 | 98.0
CC1CN(S(=O)(=O)c2ccc(C(=O)Nc3sc4c(c3C(N)=O)CCN(C)C4)cc2)CC(C)O1 (centres undefined) | -5.9 | 3.6 | 1.1 | -0.7 | -1.2 | -5.3 | 11.4 | -6.0 | 102.0
CC(C)(CNC(=O)c1ccc(S(=O)(=O)N2CCCC2)cc1)N1CCOCC1 | 29.9 | 2.6 | -2.0 | -1.2 | -2.8 | 5.0 | -11.3 | nt | nt
COc1ccc(C2C3=C(Nc4ncnn42)c2ccccc2CCC3)cc1 (centres undefined) | 19.3 | 6.8 | -20.0 | -3.3 | -3.5 | 1.1 | 0.7 | nt | nt
C=CCOC(=O)C(C#N)c1nc2ccccc2nc1N1CCN(c2ccccc2OCC)CC1 (centres undefined) | 6.5 | 2.3 | -10.0 | -0.8 | -3.5 | 7.0 | 21.1 | 8.0 | 90.0
Cc1cc(NCc2ccccn2)nc2ccccc12 | 12.4 | 3.0 | -6.0 | -1.9 | 2.5 | -7.6 | 15.6 | 4.0 | 106.0
O=C(Nc1ccccn1)c1ccc2c(c1)OCO2 | -2.1 | 1.2 | -0.5 | -4.1 | -3.0 | -7.3 | -7.4 | -2.0 | 104.0
CN1C(N)=NC(=O)/C1=C/c1ccc(F)cc1 | 6.4 | -1.2 | -3.6 | -0.8 | -1.0 | 18.0 | nt | -6.0 | 99.0
COC(=O)c1oc2c(c1C)C(=O)CCC2 | 18.1 | -18.6 | -2.6 | -2.2 | -2.5 | 0.0 | 10.3 | 5.0 | 96.0
CC1CCCN(C(=S)NCCc2ccccc2)C1 (centres undefined) | 19.5 | -6.2 | -6.2 | -2.2 | -2.7 | -0.1 | 12.5 | 6.0 | 109.0
Cc1ccc(-n2ncc3c(NNC(=O)c4cccs4)ncnc32)cc1 | 4.5 | -0.7 | 4.9 | -0.8 | -2.5 | -3.0 | 7.1 | 0.0 | 98.0
C1CCC(NC2=NCCC2)CC1 | 20.5 | -11.2 | -0.4 | -1.7 | -1.8 | -8.3 | 5.3 | 3.0 | 100.0
Cc1ccccc1-n1c(=O)c2c(n3cnnc13)-c1ccccc1CC21CCCCC1 | -16.8 | -9.8 | -23.9 | 0.1 | -2.0 | -8.0 | 2.8 | -14.0 | 93.0
O=C(c1cccc(F)c1)N1CCCC(C(=O)N2CCCCC2)C1 (centres undefined) | -0.1 | 0.2 | -15.1 | -0.9 | -3.9 | 3.8 | 1.1 | 2.0 | 101.0
CC(C)NC(=O)N(Cc1ccccc1)Cc1cccs1 | -13.2 | 5.0 | -5.2 | -3.5 | -3.2 | 7.4 | -10.8 | -6.0 | 94.0
CCCCCn1c(=O)[nH]c2cc(C(=O)NCCN3C(C)CCCC3C)ccc2c1=O (centres undefined) | 30.0 | 25.1 | 28.5 | -1.8 | -0.9 | -60.4 | 1.0 | 18.0 | 131.0
O=C(NCCc1ccccc1)c1cccc(Br)c1 | -2.5 | 2.0 | -5.4 | -0.1 | -0.3 | -2.1 | -12.5 | -2.0 | 96.0
CCN1CCCC1CN(Cc1cc2cc(OC)ccc2[nH]c1=O)C(=O)NCc1ccccc1 (centres undefined) | 22.9 | 6.0 | -0.5 | -2.1 | 1.1 | -41.3 | 2.3 | 4.0 | 106.0

Source: PubChem (several laboratories)
